Screens from PubChem BioAssay.
Cneo AK release – causes C. neoformans cell lysis; AID 651654; lysis activity, % at 15 µM; hit rate 0.2% among 360,000; adenylate kinase release luminescence, 4 h; normalised: neutral wells 0, clomiphene wells 100;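 active = mean lysis activity across replicates of at least 80%, whatever share of replicates individually reach that level; inactive = mean lysis activity below 80%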
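Test system: log-phase Cryptococcus neoformans yeast cells. Input: 5 × 10^6 yeast cells/mL. Medium: fresh YPD growth medium. Doses: single dose. Incubation: static 4 h at 37 °C with compound, 1 h detection. Measured by: luminescent adenylate kinase detection reagent. Read-out: signal increase indicating cell lysis. Benchmarks: Clomiphene.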
miR-122 sensor – blocks miR-122 activity in Huh7 sensor cells; AID 602342; hit rate 0.3% among 340,000; activation (reporter increase), % at 12.5 µM; Huh7 miR-122 Renilla luciferase sensor, 48 h; neutral wells = 0, positive control = 100;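 active = mean replicate activation score at least 90 and every replicate individually at or above 90; inconclusive = only one of the two criteria met; inactive = neither criterion met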;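 also: higher luciferase means less miR-122 activity so hits act as miR-122 inhibitors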
FN deposit inh – fibronectin deposition inhibition | AH1F fibroblasts, Alexa488-fibronectin deposition fluorescence, overnight | inhibition, % at 12.6 µM | hit rate 0.086% among 350,000 | AID 743247;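 active = mean inhibition across replicates of 30% or more, regardless of how many single replicates reach that level; inconclusive = mean under 30% yet at least half of replicates reach 30%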;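 also: positive control wells lacked labelled fibronectin entirely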
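Material – AH1F fibroblast monolayer, labelled fibronectin deposition · Reagent – labelled fibronectin 24 nM · Timing – 1 h adhesion, overnight exposure · Measured by – fluorescence at 485 nm excitation, 525 nm emission · Read-out – inhibition of fibronectin deposition signal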
LGR2 antag – blocks bursicon-induced cAMP signaling via Drosophila LGR2; HEK293 LGR2, CRE-luciferase, bursicon-stimulated, 4 h; inhibition, % at 9.99 µM; hit rate 0.35% among 380,000; AID 720647;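 active = drop in luminescence signal, shown as inhibition above about 50% in the replicate tests, limit read from the data, passing the limit was not always enough; inconclusive = probably only some replicates passing the limit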;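 also: agonist challenge used bursicon conditioned medium at about half maximal strength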
PAX8 inh HTS – PAX8 transcriptional activity inhibition; RMG-I TPO-luciferase reporter, SteadyGlo, 24 h; inhibition, % at 12.6 µM; hit rate 1.2% among 360,000; AID 652154;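 active = mean replicate inhibition at least 60% with every replicate also reaching 60%; inconclusive = only one of the two criteria is met; inactive = mean below 60% and not all replicates reaching 60%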;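 also: luciferase light reporting Pax8 driven TPO promoter activity; plate controls were median of neutral control wells for no effect and mitoxantrone controls for full effect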
Casp6 inh – caspase-6 (human) enzyme inhibition; hit rate 0.53% among 350,000; inhibition, % at 12.5 µM; purified caspase-6, Z-VEID-R110 cleavage fluorescence; AID 686996; P55212;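 active = mean inhibition across replicates at least about 35%, with every replicate also reaching that limit, limit read from the data; inconclusive = only one of the two criteria met; inactive = neither criterion met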;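 also: 0% = median of neutral control wells and 100% = no fluorescence left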
Target sequence (P55212 24-179 limits assumed): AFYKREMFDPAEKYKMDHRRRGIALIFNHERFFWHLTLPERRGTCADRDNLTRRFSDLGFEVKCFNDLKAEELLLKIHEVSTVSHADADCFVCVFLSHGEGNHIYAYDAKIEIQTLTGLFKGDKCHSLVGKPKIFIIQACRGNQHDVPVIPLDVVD
Target sequence (P55212 194-293 limits assumed): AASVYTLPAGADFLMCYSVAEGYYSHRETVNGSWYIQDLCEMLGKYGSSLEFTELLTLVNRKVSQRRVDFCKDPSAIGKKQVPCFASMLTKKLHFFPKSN
PGC1a acetyl inh – PGC1a acetylation modulation, inhibitor mode; U2OS PGC1a acetylation, AlphaScreen anti-acetyl-lysine; with virally co-expressed GCN5 acetyltransferase; inhibition, % at 15.6 µM; hit rate 0.17% among 350,000; AID 651687;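 active = every replicate shows inhibition of at least 40%; inconclusive = mean inhibition at least 40% but some replicate below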;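 also: 0% = neutral control wells and 100% = positive control wells; some results beyond the cut were filed as inactive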
EWS-Fli inh – blocks EWS/Fli oncoprotein-driven transcription | A673 NR0B1-luciferase reporter, viability-normalised | AID 651661 | hit rate 0.67% among 350,000 | inhibition, % at 12.6 µM;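 active = mean inhibition of at least 50% after viability correction, with every replicate also passing that limit; inconclusive = mean reaches 50% but only one of two replicates passes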;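 also: firefly luciferase signal divided by Alamar Blue viability fluorescence both relative to DMSO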
* = called active by the depositor; ? = inconclusive; . = no result given; [ ] = another dose, or the depositor's remark.

| SMILES | Cneo AK release | LGR2 antag | FN deposit inh | PAX8 inh HTS | miR-122 sensor | EWS-Fli inh | PGC1a acetyl inh | Casp6 inh |
| --- | --- | --- | --- | --- | --- | --- | --- | --- |
| Cn1nc(C(F)(F)F)cc1C(=O)Nc1ccc(-c2ccno2)cc1 | 1 | 16 | -21 | 17 | -2 | -6 | 2 | 0 |
| O=c1cc(C23CC4CC(CC(C4)C2)C3)[nH][nH]1 | 3 | -4 | . | . | -3 | 6 | 6 | -4 |
| CN1/C(=C\C=C(/C#N)C(=O)Nc2ccccc2F)C(C)(C)c2ccccc21 | . | 3 | -3 | 19 | -11 | . | -1 | . |
| CCC1(C)Cc2sc3c(=O)[nH]c(=S)[nH]c3c2CO1 (configuration not stated) | . | 8 | -11 | -1 | . | 10 | -1 | 2 |
| COC(=O)c1sccc1NC(=S)N1CCN(c2ccccc2)CC1 | -4 | 10 | . | . | -2 | . | 23 | . |
| COC/C=C/C1=CC2=CC(=O)C(C)(OC(=O)c3cnc4ccccc4n3)C(=O)C2=CN1CCCOC(C)C (configuration not stated) | 3 | 4 | 1 | 25 | -7 | -4 | 9 | 8 |
| Cc1cccc2c1N(C)C(=O)C2=O | . | -11 | 9 | 12 | 1 | 43 | -3 | -2 |
| CN(C(=O)c1ccccc1C(=O)OCC(=O)Nc1ccc(OC(F)F)cc1)c1ccccc1 | 3 | -17 | -19 | -5 | -2 | 5 | -4 | 3 |
| Cc1ccc(/C=C(\C#N)C(=O)Nc2cccc(C)n2)cc1 | 4 | -12 | -2 | 7 | -2 | 6 | . | 4 |
| C[C@@H]1CN([C@@H](C)CO)C(=O)c2cc(C#CCc3ccccc3)cnc2O[C@@H]1CN(C)C(=O)C1CCC1 | -3 | 8 | . | -26 | -2[16.7 µM] | -3 | -1 | 0 |
| COc1ccc([N+](=O)[O-])cc1NC(=O)C1CCCCC1C(=O)O (configuration not stated) | 7 | 3 | 5 | 12 | -4 | 11 | 0 | 1 |
| COc1ccccc1C(=O)N=C1NC(=O)CC2C(=O)NCCN12 (configuration not stated) | 1 | -33 | -23 | -74 | -3 | -12 | 5 | -1 |
| Cc1ccc2c(c1)N(Cc1ccccn1)C(=O)C(C)O2 (configuration not stated) | -2 | 9 | 4 | . | -3 | . | 3 | 1 |
| COC(=O)c1c(N2C(=O)CC(Sc3ncccc3C(=O)O)C2=O)sc(C)c1C (configuration not stated) | . | 5 | 6 | -4 | . | 10 | 7 | 2 |
| Cc1cccc(OCCCCCNCCO)c1 | 1 | . | 7 | . | 2 | . | 2 | . |
| COc1ccc(CCNC(=O)C(=O)NCC2OCCN2S(=O)(=O)c2cc(F)ccc2F)cc1 (configuration not stated) | 1 | 20 | 2 | 8 | -6 | 5 | 5 | -3 |
| C[C@@H]1CN([C@@H](C)CO)C(=O)Cc2cc(NS(=O)(=O)c3ccc(Cl)cc3)ccc2O[C@H]1CN(C)S(=O)(=O)c1ccc(Cl)cc1 | -2 | -6 | . | 13 | -26[16.7 µM] | 31 | 1 | 3 |
| CCCn1c(=O)c2ccccc2n2c(SCCNCCO)nnc12 | 0 | 12 | 2 | 5 | 28 | 5 | -3 | -190 |
| Cc1ccc(NC(=O)c2cc3ccccc3o2)cc1Cl | -12 | -72 | 3 | -124 | 14 | -182 | -9 | 1 |
| NC(=O)CS(=O)(=O)c1nc2ccccc2n1Cc1ccccn1 | . | 9 | . | 3 | . | 0 | . | -1 |
| N#C[C@@H]1[C@H](c2ccc(C3=CCCC3)cc2)[C@H](CO)N1C(=O)NC1CCCCC1 | . | 14 | -8 | . | . | -9 | . | -1 |
| CCNC(=O)CN(c1ccc(Oc2ccccc2)cc1)S(=O)(=O)c1ccccc1 | 0 | -21 | -2 | 5 | -4 | 7 | -4 | -5 |
| Cn1c(CCC(=O)OCC(=O)Nc2ccc(Oc3ccccc3)cc2)nc(=O)c2ccccc21 | . | 6 | 4 | -8 | -17 | 6 | -3 | 1 |
| COC(=O)C1CCN(CCCOc2ccc(CN3CCN(c4ccc([N+](=O)[O-])cc4)CC3)cc2)CC1 | 0 | -4 | -30 | -12 | 0 | 9 | 3 | -4 |
| CCN(CC)S(=O)(=O)c1ccc(N2CCCC2)c(NC(=O)Cc2ccc(OC)cc2)c1 | 0 | 19 | 0 | 22 | 16 | 7 | -7 | 1 |
| CC1=C(C)CC2(SC1)C(=O)N(c1ccccc1)N=C2N (configuration not stated) | . | -45 | . | -12 | . | -18 | . | 1 |
| CC(=O)N(/N=C1\Sc2ccccc2C1=O)c1cccc(C)c1 | -6 | -24 | . | . | 2 | . | 16 | . |
| COc1ccc(CNC(=O)C[C@H]2CC[C@@H](NS(=O)(=O)c3cccc(OC)c3)[C@@H](CO)O2)cc1 | 3 | 0 | . | . | . | 1 | -5 | -1 |
| CCOC(=O)C1=C(N)Oc2cc(O)ccc2C1c1ccc(F)cc1F (configuration not stated) | 1 | 9 | 0 | -1 | 4 | 11 | -1 | 2 |
| C[C@H](CO)N1C[C@H](C)[C@@H](CN(C)C(=O)C2CCOCC2)Oc2ncc(C#Cc3cccc(F)c3)cc2C1=O | . | 6 | . | . | -3[16.7 µM] | -8 | 1 | . |
| CCCC#Cc1ccc2c(c1)O[C@H](CN(C)C(C)=O)[C@@H](C)CN([C@H](C)CO)S2(=O)=O | 2 | 0 | -5 | . | 7[16.7 µM] | -19 | -3 | 0 |
| Cc1cc(C(=O)Nc2cccc3c2O[C@@H](CN(C)S(=O)(=O)c2cccs2)[C@@H](C)CN([C@H](C)CO)C3=O)n(C)n1 | -4 | -9 | -3 | . | 28[16.7 µM] | 14 | 13 | 2 |
| O=C(Nc1ccc(Cl)cc1)N[C@H]1CC[C@H](CCn2cc(C3(O)CCCC3)nn2)O[C@H]1CO | 0 | -7 | . | 13 | -9[16.7 µM] | -10 | 5 | 2 |
| C[C@@H]1CCCCO[C@H](CN(C)C(=O)c2ccccc2)[C@@H](C)CN([C@H](C)CO)C(=O)c2cc(NC(=O)CCCN(C)C)ccc2O1 | -2 | -14 | -10 | -20 | 2[16.7 µM] | -4 | 2 | -1 |
| CCN(CC)C(=O)C1=C(C)N(CCC2=CCCCC2)C(=O)C(CC(=O)NCc2ccco2)C1 (configuration not stated) | 1 | -13 | -3 | 15 | 0 | 6 | 7 | 4 |
| O=C(COc1cccnc1[N+](=O)[O-])NCc1ccc2c(c1)OCO2 | 2 | 4 | 9 | -5 | 3 | -14 | 3 | -1 |
| O=S(=O)(/N=C(/Nc1nc2ccccc2s1)c1ccccc1)c1ccccc1 | -4 | -108 | . | -173 | 14 | -96 | 3 | 4 |
| CCc1cccc(C)c1NC(=O)CSc1nc2ccccc2n1CC(=O)N(C)C | 7 | 1 | . | . | . | 12 | 1 | -3 |
| CNC(=O)C[C@@H]1CC[C@H]2[C@H](COc3ccc(NS(=O)(=O)c4cccc(F)c4)cc3C(=O)N2C)O1 | 2 | 7 | -11 | 0 | -3[16.7 µM] | -1 | 4 | -2 |
| CN1CCN(C(=O)C[C@@H]2CC[C@@H]3[C@H](COc4ccc(NC(=O)C5CCC5)cc4C(=O)N3C)O2)CC1 | . | 9 | 0 | -4 | . | -17 | 7 | -4 |
| COCCCn1c(C(=O)N2CC(C)OC(C)C2)cc2c(=O)n3ccccc3nc21 (configuration not stated) | 3 | 10 | 1 | 8 | . | -3 | . | 6 |
| CC(C)Oc1ccc(CNC(=O)Oc2ccccc2)cc1 | -1 | -7 | 0 | 11 | 5 | 9 | . | -1 |
| CCOC(=O)NC(=O)c1cn(CCN(C)C)c(=O)[nH]c1=O | . | 0 | -1 | 8 | . | 2 | . | -9 |
| CCN(CC)c1ccc2cc(C(=O)Nc3ccccn3)c(=O)oc2c1 | -4 | . | -53 | . | 6 | . | 4 | . |
| CCN(CC)CCn1c2c(c(SCC(=O)Nc3cc(OC)cc(OC)c3)nc1=O)CCC2 | -3 | 24 | -2 | 9 | 1 | -2 | -4 | -8 |
| CNS(=O)(=O)c1cc(OCC(N)=O)c(C)cc1Cl | 0 | . | 2 | 0 | -2 | . | 6 | . |
| CC1(C)CC(NC(=O)c2cccc3ccccc23)CC(C)(C)N1 | -5 | . | 2 | 12 | 4 | . | 4 | . |
| COc1cccc(OCc2ccc(Cl)cc2)c1C#N | . | 41 | -6 | -145 | . | 5 | -2 | 0 |
| COc1ccc(NS(=O)(=O)c2cccc(C(=O)NNC(=O)c3ccccc3OC)c2)cc1 | . | 10 | 4 | 34 | 6 | 9 | 1 | 3 |
| CO[C@@H]1CN(C)C(=O)c2ccc(NC(C)=O)cc2OC[C@@H](C)N(C(=O)Nc2ccccc2F)C[C@H]1C | -6 | -5 | -28 | . | 1[16.7 µM] | -8 | 1 | -1 |
| CN(Cc1cc(=O)n2ccsc2n1)Cc1nc2ccccc2c(=O)[nH]1 | -2 | 7 | 2 | 16 | 3 | -10 | -6 | -1 |
| O=[N+]([O-])c1cccc(/C=N/N2CCN(Cc3ccc(Cl)cc3)CC2)c1 | 1 | 8 | -20 | -30 | 1 | 3 | 8 | 0 |
| CCCC1CCC(=NNC(=O)OC(C)(C)C)CC1 (configuration not stated) | . | 4 | 3 | -4 | . | -10 | . | -3 |
| C[C@H](CO)N1C[C@H](C)[C@@H](CN(C)CC2CC2)Oc2ccc(N(C)C)cc2CC1=O | 2 | 2 | -8 | -5 | 6[16.7 µM] | -7 | -1 | -20 |
| COc1ccc(O)c(C(=O)c2cnc3onc(C(C)C)c3c2)c1 | -4 | . | -12 | . | 66 | . | 7 | . |
| Cc1ccc2nc(NC(=O)CSCC(=O)Nc3cc(C)on3)sc2c1 | 0 | -34 | 3 | -72 | 0 | ? | -2 | -1 |
| CC(=O)N1[C@H](CO)[C@H]2c3ccccc3N(C(=O)c3ccc(F)cc3)C[C@H]21 | -6 | -7 | -4 | 3 | -19[16.7 µM] | 6 | -1 | . |
| CCS(=O)(=O)N1CCC2(CC1)CN(C(=O)Nc1c(C)noc1C)[C@@H](CO)c1[nH]c3cc(OC)ccc3c12 | . | 2 | . | . | . | -4 | -15 | -3 |
| CCS(=O)(=O)N1CC(=O)N2[C@H](CO)[C@@H](c3ccc(-c4ccccc4F)cc3)[C@@H]2C1 | . | -3 | . | 11 | . | -2 | 1 | -1 |
| COc1ccc(NC(=O)c2cc(C3CCCCN3C(=O)CCCc3ccccc3)on2)c(C)c1 (configuration not stated) | -1 | 10 | -8 | 15 | -8 | 7 | -5 | -1 |
| COc1ccc(-c2csc(NC(=O)CCNC(=O)c3ccco3)n2)cc1OC | 1 | -1 | 15 | 11 | -5 | -8 | -8 | -23 |
| COc1cccc(S(=O)(=O)N(C)C[C@@H]2OCc3ccccc3-c3ccccc3C(=O)N([C@H](C)CO)C[C@@H]2C)c1 | 0 | 6 | 9 | -1 | . | -14 | -5 | 2 |
| COc1ccc(S(=O)(=O)N2CCCCC2)cc1NC(=O)CCCNC(=O)c1ccc(Cl)cc1 | 1 | 10 | -8 | 3 | . | 8 | -13 | 0 |
